Source: PubChem
SSB-PriA inh: inhibitors of Klebsiella pneumoniae PriA binding to SSB C-terminal tail; actives 0.6% (n = 430,000); inhibition, % at 33 µM; AlphaScreen SSBct-PriA binding, biotinylated peptide; in the data active means inhibition mostly above about 37%, no sharp cut-off; inactive means mostly below about 20%;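 further: plate controls were negative control peptide for no effect and reference peptide for full effect; strong numbers were not always called active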
* hit, by the source's call; & = joins results of further samples. This is a subset; rates above refer to the full screens.

mol	SSB-PriA inh
Cc1onc(-c2ccccc2Cl)c1C(=O)NCC1(O)Cc2ccccc2C1	-8
Cc1ccc(N2C(=O)N(CC(=O)N3CCCCC3C)c3ccccc3S2(=O)=O)cc1 (stereo not given)	-11
O=C(NCC(O)c1cccs1)c1cccc2ccccc12 (stereo not given)	-8
Cc1ccc(C(O)=C2C(=O)C(=O)N(CCc3c[nH]c4ccccc34)C2c2cccnc2)cc1 (stereo not given)	-5
O=C(Nc1ccc(F)cc1F)c1ccc(=O)n(Cc2cccc(F)c2)n1	-14
O=S(=O)(c1ccc(Cl)cc1)N1CCN=C1SCc1ccc(Cl)cc1Cl	-14
Cc1cc2cc(CNC(=S)NCc3ccccc3)ccc2[nH]1	47
Cc1cc(C(F)(F)F)nc(CCNC(=O)Cc2ccc(S(=O)(=O)C(C)C)cc2)n1	-17
Cc1cc(-c2ccncc2)nn1CCNC(=O)c1cncc(Br)c1	-2
Cc1ccc(S(=O)(=O)N2CCCCC2CC(=O)Nc2ccc(Br)cc2F)cc1 (stereo not given)	6
COc1ccc(-c2nc(C)c(-c3ccc(SCc4c(F)cccc4Cl)nn3)s2)cc1	-6
COc1ccc(S(=O)(=O)NC[C@@H](c2ccco2)N(C)C)cc1F	5
CC(C)c1cc(NC2CCCC2)n2c(nc3ccccc32)c1C#N	-18
CCOc1ncc(NC(=O)Nc2ccccc2)c(OCC)n1	-13
O=C(Cc1cccc2ccccc12)NCc1nnnn1-c1ccc(F)cc1	4
COC(=O)c1ccc(CSc2nnc(CCc3c(C)[nH]c(=O)[nH]c3=O)o2)o1	-1
Cc1cc(NC(=O)c2ccc3ncsc3c2)n(C(C)C)n1	-4&-3
CC(C)CC(C(=O)N1CCOCCN(C(=O)C(CC(C)C)N2C(=O)c3ccccc3C2=O)CCOCC1)N1C(=O)c2ccccc2C1=O (stereo not given)	-14&-3
CCOc1ccccc1-c1noc(CSc2nc3cc(-c4ccccc4)sc3c(=O)n2C)n1	-11
O=C(NN=Cc1ccccn1)c1ccc([N+](=O)[O-])cc1	7
Cc1ccc2nc(C(=O)O)cc(Nc3ccc(C)c(C)c3)c2c1	-5
COC(=O)c1ccc(COc2ccc(C=NNc3nc(C)cc(=O)[nH]3)cc2)cc1	7
O=S(=O)(NCC1CCN(c2ccncc2)CC1)c1ccccc1Br	-8
COc1ccc(Cl)cc1C(=O)NCC(c1ccc(N(C)C)cc1)N1CCN(C)CC1 (stereo not given)	-9
Cc1nc2oc(-c3ccccc3)nc2cc1NC(=O)NCc1cccs1	-15
Cc1ccc(CSCC(=O)NN=Cc2cccc(OC3CSC3)c2)cc1	0
O=C(Cc1cccs1)NCCN1CCN(c2ccccc2)CC1	-11
COc1ccc(-c2cc3c(SCC(=O)Nc4cccc(SC)c4)nccn3n2)cc1	-6
O=C(Nc1ccc2c(c1)OCO2)N(CCc1cccs1)Cc1ccoc1	-5
CNC(C)C1CC2CCC1C2 (stereo not given)	-16
CCOC(=O)N1CCN(C(=O)CSc2nnc(CNC(=O)c3ccc(F)cc3)o2)CC1	-12
Cc1ccc(S(=O)(=O)N(C)c2ccc(OCC(=O)N3CCOCC3)cc2)cc1	1
CC(=O)/C=C/c1ccc(-c2ccccc2Cl)o1	-16
Cc1cccc(S(=O)(=O)Nc2ccc3c(c2)CC(=O)N3)c1	8
Cc1cc(NC(=O)c2ccccc2S(C)(=O)=O)n(-c2nc3c(F)cccc3s2)n1	-3&1
Cc1ccc(OCC(=O)NCC(c2ccc3c(c2)CCCN3C)N2CCOCC2)cc1 (stereo not given)	10
CC(C)N1CCC(CNC(=O)NCCOc2ccccc2)CC1	-5
COC(=O)c1ccc(C(=O)N[C@H]2CCN(c3ccc(C(F)(F)F)cn3)C2)cc1	4
CO[C@@H](CNC(=O)c1cccc(Cl)c1)c1cccc(F)c1	-23
Cc1ccc(NN=Cc2c(O)n(-c3ccccc3)c(=O)[nH]c2=O)cc1	0
O=C(CSc1ccc(-c2ccco2)nn1)NCc1ccco1	51
CN1CCCc2cc(C(CNC(=O)C(=O)Nc3nccs3)N3CCCCC3)ccc21 (stereo not given)	-9
Cc1ccc(S(=O)(=O)N2CCCCC2CC(=O)Nc2ccc(F)c(C(F)(F)F)c2)cc1 (stereo not given)	-3
O=C(NCCC1=CCCCC1)c1ccc(-n2cncn2)nn1	-4
CCC(=O)Nc1ccc(S(=O)(=O)NCC(C)(O)Cc2ccco2)c(C)c1 (stereo not given)	-6
Cc1ccc(Cn2cc(C(=O)NNC(=O)Nc3ccc(C(C)(C)C)cc3)ccc2=O)cc1	-7
COc1ccc(S(=O)(=O)Nc2nc(CCC(=O)O)cs2)cc1	-16
CC(=O)c1ccc(NC(=O)c2cccc([N+](=O)[O-])c2C)cc1	3
O=C(NCC1CCS(=O)(=O)C1)c1csc(-c2ccccc2)n1 (stereo not given)	-10
C=CCOc1ccc(C=NNC(=O)c2cc3c(OC)cc(OC)cc3[nH]2)cc1	-4
O=C(Nc1nc(-c2ccccn2)cs1)c1ccc([N+](=O)[O-])cc1	102*
OCC1CCNCC1	6
O=C(CC1CSc2nc3c(cnn3-c3cccc(Cl)c3)c(=O)n21)Nc1ccccn1 (stereo not given)	1
COc1cccc(-c2ccc(SCC(=O)NCc3ccc(F)cc3)nn2)c1	0
O=C(c1cc2ccccc2o1)N1CCc2nc3ccc(Cl)cn3c(=O)c2C1	-8
Cc1ccc(-c2cnc(SCC(=O)Nc3cc(F)ccc3F)o2)cc1C	-5
Cc1cnc(C(=O)NCCc2cccs2)cn1	-11
O=C(CSc1n[nH]c(-c2ccncc2)n1)Nc1cccc(Cl)c1	30
CCOC(=O)c1c(NC(=O)c2sc3nc(C)ccc3c2N)sc(C)c1C	-2
C#CCn1c(=NC(=O)c2ccn(CC)n2)sc2cc(F)ccc21	-10

Arranged by length of the SMILES (lowest first): part of the list above.
mol	SSB-PriA inh
Cc1cnc(C(=O)NCCc2cccs2)cn1	-11
O=C(CSc1n[nH]c(-c2ccncc2)n1)Nc1cccc(Cl)c1	30
Cc1ccc(-c2cnc(SCC(=O)Nc3cc(F)ccc3F)o2)cc1C	-5

(more compounds)
mol	SSB-PriA inh
N#CC1=C(SCC(=O)Nc2ccc(F)cc2)NC(=O)CC1c1ccco1 (stereo not given)	-1
Cn1c(=O)c2c(SCC(=O)Nc3ccc([N+](=O)[O-])cc3)nc(-c3ccco3)nc2n(C)c1=O	-4
Cc1onc(-c2ccccc2Cl)c1C(=O)NC1CCCC(OC(=O)Nc2ccccc2)C1 (stereo not given)	-1
COc1ccccc1-c1cc(C(=O)N2CCN(c3ccc(-c4noc(C)n4)cn3)CC2)[nH]n1	-13
CN1C(=O)N(CC(=O)Nc2nc(-c3ccccn3)cs2)C(=O)C12CCCCC2	101*
Cc1ccc(NC(=O)C(=O)NCCCN2CCCC2=O)cc1F	13
O=C(NCCc1csc(-c2ccc(C(F)(F)F)cc2)n1)C(=O)Nc1cccc(F)c1	-3
Cc1cccc(NC(=O)CSc2ccc(NC(=O)C(C)C)nn2)c1C	-13
COc1ccc2nc(NC(=O)c3ccccc3)sc2c1	-4
Cc1cc(C)n(CCNC(=O)c2coc(NC(=O)c3cc(C)on3)n2)n1	0
C/C=C/C=NNc1nc(C)cc(=O)[nH]1	-17
O=c1ccc(-c2cccc(Cl)c2)nn1Cc1nc(-c2cccs2)no1	-9
Cc1ccc(NC(=O)Cn2c(=O)nc(-c3ccccc3F)c3cc(Cl)ccc32)c(Br)c1	-8
O=C(NC1CCCC1)c1ccc2snnc2c1	-7
CCC(C)c1ccccc1OCC(O)CN1CCN(c2cccc(Cl)c2)CC1 (stereo not given)	-6
COCCN1CCC(CNC(=O)CCc2ccc(OC)cc2)CC1	-10
Cc1cc2oc3c(c(=O)c2cc1C)C(c1cccc([N+](=O)[O-])c1)N(CCCN(C)C)C3=O (stereo not given)	8
O=S(=O)(Nc1ccc(-c2ccc(N3CCCC3)nn2)cc1)c1ccc(Cl)s1	2
O=S(=O)(NCC(c1ccsc1)N1CCOCC1)c1ccc(-c2ccccc2)cc1 (stereo not given)	6
Cn1cc(-c2ccco2)nc1CCNC(=O)c1ccc(S(=O)(=O)N2CCOCC2)cc1	-4
O=S(=O)(c1cccc(C(F)(F)F)c1)N1CCC(Oc2cnccn2)CC1	-28
CS(=O)(=O)c1ccc(NC(=S)N2CCC(Cc3ccccc3)CC2)cc1	18
Cc1ccc(NC(=O)Cn2c(=O)c3ccccc3c3ccccc3c2=O)cc1C	-10
Nc1nnc2sc3cc(Br)ccc3n12	-6
O=C(CSc1ccc(F)cc1)N1CCC(CSCc2ccco2)CC1	-22
COc1ccc(Cl)cc1C(=O)Nc1nnc(C2CCCCC2)o1	-5
O=C(NCCN1CCN(c2ccc(F)cc2)CC1)C(=O)NC1CC1	-7
O=c1cc(-c2ccc(F)cc2)ncn1Cc1cccc2ccccc12	-5
C[C@H](Nc1ncc2c(=O)n(-c3ccccc3)c(=O)[nH]c2n1)c1cccs1	-12
CSc1ccc(CNC(=O)c2ccc3c(=O)nc4c(-c5ccccc5)n[nH]n4c3c2)cc1	-11
COc1ccc(CC(C)(O)CNC(=O)NCCOc2ccccc2)cc1 (stereo not given)	-9
COc1ncc(Cl)cn1	-10
COc1ccc(N2CC(C(=O)NN=Cc3cccs3)CC2=O)cc1 (stereo not given)	-7
Cc1cc(C)c2nc(N(CCCN3CCOCC3)C(=O)c3ccn(C)n3)sc2c1	13
CS(=O)(=O)NCc1cc(C2CC2)n(C2CCCC2)n1	-4
O=C(c1cccs1)C1CC1	-11

In a second layout: results already given.
COc1ncc(Cl)cn1
  SSB-PriA inh = -10

COc1ccc(N2CC(C(=O)NN=Cc3cccs3)CC2=O)cc1 (stereo not given)
  SSB-PriA inh = -7

Cc1cc(C)c2nc(N(CCCN3CCOCC3)C(=O)c3ccn(C)n3)sc2c1
  SSB-PriA inh = 13

Going on with the list:
mol	SSB-PriA inh
CC(=NN1CCN(Cc2ccccc2Cl)CC1)c1ccc(F)cc1	-5
Cc1ccsc1C=NNC(=O)c1cccs1	3
COCCNC(=O)N1CCC(Cn2cnc3cc(C)c(C)cc32)CC1	0
CC(C)(C)c1ccc(S(=O)(=O)NCc2ccco2)cc1	-5
O=[N+]([O-])c1cccc(C=NNc2nccnc2Cl)c1	-6
Cc1onc(-c2ccccc2)c1C(=O)NN=Cc1c[nH]c2ccccc12	5
O=C(Nc1ccc2c(c1)CCC(=O)N2Cc1ccccc1)c1ccc(F)cc1F	-1
Nc1c(C(=O)NC2CCCCC2)nnn1-c1cccc(C(F)(F)F)c1	-8
O=C(NCCn1ncccc1=O)c1ccc(S(=O)(=O)N2CCCCC2)cc1	-26&-8
CCOc1ccc(Cl)cc1S(=O)(=O)Nc1ccc2cn[nH]c2c1	-13
CCOc1ccc(NC(C)=CC(=O)c2ccc(C)o2)cc1	11
CN(C)N=Cc1cn(-c2ccccc2)nc1-c1cccnc1	6
S=c1[nH]nc(-c2ccccn2)n1N=Cc1c(Cl)cccc1Cl	21
Nc1nnc(-c2ccsc2)o1	4
Cc1ccccc1N(CC(=O)NN=Cc1ccc(N(C)C)cc1)C(=O)c1ccccc1	16
O=C(COc1ccccc1F)N1CCN(Cc2csc(-c3ccccc3)n2)CC1	7
CCOC(=O)c1c(NC(=O)C(=O)NN=C(C)c2ccc(OC)cc2)sc2c1CCCCC2	1
CO[C@@](C)(CNS(=O)(=O)C1CC1)c1ccccc1F	1
CCc1nc2c(sc3cccc(F)c32)c(=O)n1CC(=O)Nc1ccc(Cl)cc1	-20
O=C(Nc1ccccc1Cl)N1CCOC2(CCOCC2)C1	-8
O=C(NC[C@@](O)(c1ccccc1)C1CC1)c1ccc(Cl)s1	-11
CS(=O)(=O)c1ccccc1C(=O)Nc1nnc(-c2ccc(Br)s2)o1	-8&2
O=C(c1cc(-c2ccco2)[nH]n1)N1CCC(N2CCCC2COCc2ccccc2)CC1 (stereo not given)	8
O=C(NC1CCN(c2ccc(-c3ccccc3Cl)nn2)CC1)c1cccs1	-11
COC(=O)c1c(NC(=O)C23CCC(C)(C(=O)C2=O)C3(C)C)sc2c1CCCC2 (stereo not given)	-5
COc1ccc(Cl)cc1Nc1nc2c(c(=O)[nH]c(=O)n2C)n1CC(=O)O	-12
CCC(=NNC(=O)C(N)=O)c1ccccc1O	2
Cc1onc(-c2ccccc2Cl)c1C(=O)Nc1nc2c(s1)C(=O)CC(C)(C)C2	-3
O=C(Cn1c(=O)oc2ccc(Cl)cc21)Nc1ccc(Oc2ccccc2)cc1	-9
O=C(c1ccccc1F)n1sc(=O)c2ccccc21	6
Cc1ccc([N+](=O)[O-])cc1S(=O)(=O)N1CCC(C(N)=O)CC1	11
COc1ccc(/C=C\C(=O)c2ccc(NC(=O)C34CC5CC(CC(C5)C3)C4)cc2)cc1	-6
CS[C@H]1CCN(C(=O)c2cccc(C(F)(F)F)c2)C1	-7
O=C(NCCc1ccc(N2CCCC2)cc1)C(=O)Nc1ccc(OC(F)(F)F)cc1	-18
COc1nn(C)cc1C(=O)NCCCn1ccnc1-c1ccccc1	-4
O=C(c1ccc(N2CCCC2)nn1)N1CCC(O)CC1	-28
O=C(CSc1nc(-c2cccc([N+](=O)[O-])c2)cs1)N1CCCCCC1	8
CC(=O)c1cc(Cl)cc(Cl)c1OCc1ccccc1	5
O=C(NCCc1nc2c(c(C(F)(F)F)n1)CCCC2)c1ccc(Cl)s1	5
